# Yeast eIF2B – eIF2B (yeast) activity modulation; S. cerevisiae eIF2B-epsilon R284H, GCN4-lacZ luminescence; inhibition, % at 25 µM (by protocol); hit rate 0.91% among 27,000;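 active = mutant luminescence inhibited past about 50% while wild type luminescence and mutant growth stay under set limits, limit read from the data; inconclusive = mutant versus wild type luminescence inhibition gap past a set limit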; also: some compounds called inactive have numbers as strong as hits
#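 System: Yeast eIF2B-epsilon R284H mutant carrying GCN4–beta-galactosidase fusion | Read-out basis: Percent inhibition, luminescence and growth | Compound: 25 µM single dose | Times: 16 h at 30 °C exposure | Measured by: Luminescence and A595 | Buffer or medium: YPD medium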
# Yeast tox – Compounds toxic to wild-type S. cerevisiae growth. A595 turbidity, 16 h. growth inhibition, % at 25 µM (by protocol). hit rate 0.3% among 30,000;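 active = mutant and wild-type yeast strains alike exhibit over 30% growth inhibition; inconclusive = a strain exceeds 50% while the second remains under 30%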;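 also: 0% = untreated cell controls and 100% = YPD media blanks without cells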
#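 System – wild-type and eIF2Bepsilon-R284H mutant S. cerevisiae, screened separately · Measured by – absorbance at 595 nm (turbidity) · Timing – 16 h compound exposure during growth at 30 °C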
# Yeast tox inhibition % – further read-out of Yeast tox, marked with its call; growth inhibition, %; S. cerevisiae eIF2Bepsilon-R284H mutant growth, A595 turbidity, 16 h;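 each compound tested once at 25 µM; 0% equals untreated cells and 100% equals cell-free medium blanks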
# Yeast eIF2B mutant toxicity – second read-out of Yeast eIF2B, no call of its own (marks repeat the call); growth inhibition, %; measured here: mutant yeast growth, toxicity;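 each compound tested once at 25 µM; zero equals untreated control growth and 100 equals blank medium absorbance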
# * marks the source's active call; other numbers are inactive results; ? = inconclusive; nt = no result given. These rows are one share of the data. The share of hits here may be higher or lower than overall.
# Short keys: A = Yeast eIF2B; B = Yeast eIF2B mutant toxicity; C = Yeast tox; D = Yeast tox inhibition %
1: O=C(NC1CCCC1)C(c1ccncc1)N(CC1CCCO1)C(=O)Cn1nnc(-c2cccs2)n1 (centres undefined)
  A = 17	B = 5	C = -25	D = 5

2: Cc1ccc(-c2cc(C(=O)NCc3ccco3)no2)cc1
  A = nt	B = nt	C = 13	D = 2

3: CCCC(c1nnnn1Cc1ccccc1)N1CCC(C(N)=O)CC1 (centres undefined)
  A = 9	B = 9	C = 11	D = 9

4: NCCCN1CCOCC1
  A = nt	B = nt	C = -1	D = 8

5: O=C(NCCc1ccccn1)c1ccc(S(=O)(=O)N2CCCCCC2)cc1
  A = 27	B = -9	C = -20	D = -9

6: CCOC(=O)c1c[nH]c2c3c(ccc2c1=O)CCCC3
  A = 10	B = 5	C = 1	D = 5

7: O=C(CSc1ccc(Cl)cc1)c1ccco1
  A = 43	B = -4	C = 21	D = -4

8: CCOc1ccc(NC(=O)CN2CCN(C3c4ccccc4-c4ccccc43)CC2)cc1
  A = 18	B = -27	C = -6	D = -27

9: O=S(=O)(Nc1ccc2c(c1)OCCO2)c1cccs1
  A = 18	B = -3	C = 0	D = -3

10: COC(=O)c1ccc(CSc2nc3ccccc3[nH]2)o1
  A = 17	B = nt	C = -3	D = 0

11: CCCCN(CCCC)c1ccc(C(=O)c2ccccc2C(=O)O)c(O)c1
  A = -26	B = -32	C = -12	D = -32

12: CCCCCCCCN1C(=O)C(O)=C(C(C)=O)C1c1ccccn1 (centres undefined)
  A = 5	B = nt	C = nt	D = nt

13: CCn1c(=O)n(CC(=O)N2CCN(c3ccccc3F)CC2)c(=O)c2ccccc21
  A = -46	B = nt	C = -5	D = 0

14: COc1ccc(CNC(=O)c2noc3c2CCCCC3)cc1
  A = 3	B = 8	C = 9	D = 8

15: CC1=NOC(=O)/C1=C\c1ccc(-c2cc(Cl)ccc2Cl)o1
  A = 9	B = 24	C = ?	D = nt

# Some entries already given, reduced to Yeast eIF2B mutant toxicity, Yeast tox inhibition % and Yeast eIF2B.
entry	mol	Yeast eIF2B mutant toxicity	Yeast tox inhibition %	Yeast eIF2B
2	Cc1ccc(-c2cc(C(=O)NCc3ccco3)no2)cc1	nt	2	nt
3	CCCC(c1nnnn1Cc1ccccc1)N1CCC(C(N)=O)CC1 (centres undefined)	9	9	9
4	NCCCN1CCOCC1	nt	8	nt
5	O=C(NCCc1ccccn1)c1ccc(S(=O)(=O)N2CCCCCC2)cc1	-9	-9	27

# Later entries.
# Short keys: A = Yeast eIF2B; B = Yeast eIF2B mutant toxicity; C = Yeast tox; D = Yeast tox inhibition %
16: Cc1onc(-c2c(Cl)cccc2Cl)c1C(=O)Nc1ccc2c(c1)OCCO2
  A = 10	B = 14	C = 16	D = 14

17: O=C(COc1ccc(Br)cc1)N1CCCCCC1
  A = 21	B = 5	C = 12	D = 5

18: CCOC(=O)C1C(C#N)=C(N)OC(C)=C1c1ccncc1 (centres undefined)
  A = -18	B = -19	C = 21	D = -19

19: N#CCN1CCN(CC(=O)Nc2ccc(OCc3ccccc3)cc2)CC1
  A = 37	B = -48	C = -1	D = -48

20: O=C(COc1ccc(Cl)cc1)NCc1nnc(SCC(=O)NCCc2ccccc2)o1
  A = 2	B = -11	C = -10	D = -11

21: Cc1c(Br)cc(C(=O)N2CCN(CCO)CC2)c(C)c1C
  A = nt	B = nt	C = -7	D = -11

22: Cc1cc(C(=O)CSc2ccc(F)cc2)cc(C)c1OC(=S)N(C)C
  A = 24	B = 6	C = 6	D = 6

23: COc1ccc(CCNC(=O)CSc2nc3ccccc3o2)cc1
  A = nt	B = nt	C = 19	D = 16

24: O=C(CN1C(=O)c2ccccc2S1(=O)=O)N1CCN(c2ccc(F)cc2)CC1
  A = 18	B = -5	C = 5	D = -5

25: CCN1CCN(C(=O)c2ccc(Cl)c(S(=O)(=O)N3CCOCC3)c2)CC1
  A = 29	B = 15	C = 13	D = 15

26: Cc1ccc(C(C(=O)NC2CCCCC2)N(Cc2cccnc2)C(=O)C2COc3ccccc3O2)o1 (centres undefined)
  A = 10	B = nt	C = -17	D = 0

27: COCCNC(=O)c1nn2cccnc2c1Cl
  A = nt	B = nt	C = 22	D = 21

28: O=C(O)COc1ccccc1Cc1ccccc1
  A = -15	B = -24	C = 3	D = -24

29: Cc1ccc(CCNS(=O)(=O)c2cnc[nH]2)cc1
  A = 24	B = 24	C = 21	D = 24

30: CC1CC(C)CN(CCCNC(=O)Cc2c(C(=O)O)[nH]c3ccccc23)C1 (centres undefined)
  A = -9	B = nt	C = 7	D = 0

31: COc1cc(S(=O)(=O)N2CCOCC2)ccc1NC(=O)CSc1nnc(N)s1
  A = 24	B = 10	C = 16	D = 10

32: O=C(Cn1nnc(-c2ccccc2)n1)Nc1ccc2c(c1)OCO2
  A = nt	B = nt	C = 4	D = 16

33: CCCN(CCO)Cc1cccc(Oc2ccccc2)c1
  A = 19	B = 14	C = 31	D = 14

34: COc1ccc(N(CC(=O)Nc2ccccc2SC)S(C)(=O)=O)cc1OC
  A = 20	B = -11	C = -7	D = -11

35: CCOc1cc2[nH]c(=O)n(CC3CCC(C(=O)NCCC(C)C)CC3)c(=O)c2cc1OCC (centres undefined)
  A = 19	B = -27	C = -26	D = -27

36: CC(C)C(=O)Nc1nnc(Sc2ccc(N(C)C)cc2)s1
  A = -12	B = -33	C = -6	D = -33

37: COc1cccc(NC(=O)CC2C(=O)NC3CCCCC3N2C(=O)c2ccc(F)cc2)c1 (centres undefined)
  A = -11	B = -19	C = 14	D = -19

38: CCOC(=O)c1c(C)[nH]c(C(=O)COC(=O)c2ccccn2)c1C
  A = 14	B = nt	C = 8	D = 0

39: COc1ccccc1N1CCN(C(CNC(=O)c2ccc3c(c2)OCO3)c2cccnc2)CC1 (centres undefined)
  A = -39	B = nt	C = nt	D = nt

40: CCc1nnc(NC(=O)C2CCN(S(=O)(=O)Cc3ccccc3)CC2)s1
  A = 8	B = -7	C = 18	D = -7

41: O=C(COc1ccc(Cl)cc1Cl)NCCCn1ccnc1
  A = 18	B = 8	C = 5	D = 8

42: COC(=O)C1C(=O)CC(C)(O)C(C(=O)OC)C1/C=C/c1ccccc1 (centres undefined)
  A = -2	B = 15	C = 4	D = 15

43: COc1ccc(-c2csc(NC(=O)Cn3nc(C)cc3C)n2)cc1
  A = -7	B = nt	C = -8	D = 0

44: Cc1occc1C(=O)NCCCCc1ccccc1
  A = 22	B = -3	C = 10	D = -3

45: CCCn1nnc(NC(=O)c2ccc(Cl)cc2Cl)n1
  A = 18	B = 14	C = 15	D = 14

# Gathered by group: the compounds so far with a COOH group (three)
# Short keys: A = Yeast eIF2B; B = Yeast eIF2B mutant toxicity; C = Yeast tox; D = Yeast tox inhibition %
11: CCCCN(CCCC)c1ccc(C(=O)c2ccccc2C(=O)O)c(O)c1
  A = -26	B = -32	C = -12	D = -32

28: O=C(O)COc1ccccc1Cc1ccccc1
  A = -15	B = -24	C = 3	D = -24

30: CC1CC(C)CN(CCCNC(=O)Cc2c(C(=O)O)[nH]c3ccccc23)C1 (centres undefined)
  A = -9	B = nt	C = 7	D = 0

# Continuation.
# Short keys: A = Yeast eIF2B; B = Yeast eIF2B mutant toxicity; C = Yeast tox; D = Yeast tox inhibition %
46: O=C(CCc1ccc(S(=O)(=O)N2CCOCC2)cc1)OCc1nc2ccccc2s1
  A = -27	B = -9	C = -3	D = -9

47: CCOC(=O)C1CCCN(CCC(=O)Nc2ccc(F)c(F)c2)C1 (centres undefined)
  A = 17	B = -24	C = -2	D = -24

48: COc1ccc(CCC(=O)N2CCN(S(=O)(=O)c3ccc4ccccc4c3)CC2)cc1
  A = 27	B = -29	C = -5	D = -29

49: CC(C)(C)N1CC(c2nc3ccccc3n2CCOc2ccccc2)CC1=O (centres undefined)
  A = nt	B = nt	C = 11	D = 23

50: CCCC(=O)Nc1ccc(NC(=O)C23CC4CC(CC(C4)C2)C3)cn1
  A = 17	B = nt	C = 7	D = 0

51: COC(=O)C1=C(C)NC(C)=C(C(=O)OC)C1C1CC=CCC1 (centres undefined)
  A = 9	B = -5	C = -15	D = -5

52: Cc1nc(N[C@@H](Cc2c[nH]c3ccccc23)C(=O)O)c2oc3ccccc3c2n1
  A = nt	B = nt	C = 8	D = 7

53: CCCC(=O)c1c(C)c2ccccc2n1C
  A = 26	B = 14	C = -23	D = 14

54: C#CCOc1ccc(Br)cc1/C=N/O
  A = 13	B = 21	C = 23	D = 21

55: CCCn1nc(C(=O)N2CC(=O)Nc3ccccc32)c2ccccc2c1=O
  A = 20	B = -9	C = -15	D = -9

56: OCCNc1nc(SCc2ccccc2)nc2sc3c(c12)CCC3
  A = -14	B = -5	C = -10	D = -5

57: CCOc1cc2[nH]c(=S)n(CC3CCCN3CC)c(=O)c2cc1OCC (centres undefined)
  A = 26	B = 4	C = 14	D = 4

58: COc1ccc(-c2csc(Cc3nnc4n3CCCCC4)n2)cc1
  A = 19	B = 18	C = 10	D = 18

59: CCc1ccc2oc(=O)cc(CN(C)Cc3ccccc3)c2c1
  A = 22	B = nt	C = 24	D = 0

60: Cc1ccc(C)c2c1[nH]c1ccc([N+](=O)[O-])cc12
  A = 8	B = -10	C = 29	D = -10

# Three structures out of the list, ordered by formula weight, rising:
# Short keys: A = Yeast eIF2B; B = Yeast eIF2B mutant toxicity; C = Yeast tox; D = Yeast tox inhibition %
59: CCc1ccc2oc(=O)cc(CN(C)Cc3ccccc3)c2c1
  A = 22	B = nt	C = 24	D = 0

57: CCOc1cc2[nH]c(=S)n(CC3CCCN3CC)c(=O)c2cc1OCC (centres undefined)
  A = 26	B = 4	C = 14	D = 4

46: O=C(CCc1ccc(S(=O)(=O)N2CCOCC2)cc1)OCc1nc2ccccc2s1
  A = -27	B = -9	C = -3	D = -9

# From no. 50 as far as 52, as listed above:
# Short keys: A = Yeast eIF2B; B = Yeast eIF2B mutant toxicity; C = Yeast tox; D = Yeast tox inhibition %
50: CCCC(=O)Nc1ccc(NC(=O)C23CC4CC(CC(C4)C2)C3)cn1
  A = 17	B = nt	C = 7	D = 0

51: COC(=O)C1=C(C)NC(C)=C(C(=O)OC)C1C1CC=CCC1 (centres undefined)
  A = 9	B = -5	C = -15	D = -5

52: Cc1nc(N[C@@H](Cc2c[nH]c3ccccc23)C(=O)O)c2oc3ccccc3c2n1
  A = nt	B = nt	C = 8	D = 7

# Remaining list, next part:
# Short keys: A = Yeast eIF2B; B = Yeast eIF2B mutant toxicity; C = Yeast tox; D = Yeast tox inhibition %
61: O=C(CSc1nnc(-c2ccccc2)n1Cc1ccco1)NCc1ccc2c(c1)OCO2
  A = nt	B = nt	C = 17	D = 20

62: O=c1[nH]cnc2scc(-c3cccs3)c12
  A = -16	B = 17	C = -6	D = 17

63: Cc1ccc(-n2nc(C)c3c2OC(N)=C(C#N)C3c2ccccc2F)cc1 (centres undefined)
  A = 24	B = -5	C = -2	D = -5

64: CC1CCN(C(c2cccs2)c2nnnn2Cc2ccccc2)CC1 (centres undefined)
  A = 14	B = 17	C = -3	D = 17

65: O=C(c1ccccc1)N1CCC(c2nc3c(nnn3Cc3ccccc3Cl)c(=O)[nH]2)CC1
  A = 16	B = 3	C = 24	D = 3

66: O=C1CC(=O)CC(c2ccco2)C1
  A = -28	B = 3	C = 6	D = 3

67: COc1ccc(CC(=O)N2CCN(C(=O)c3ccco3)CC2)cc1
  A = nt	B = nt	C = 15	D = -17

68: Cc1ccc(Cn2nnnc2CN2CCC(NC(=O)c3ccc(Br)cc3)CC2)cc1
  A = nt	B = nt	C = 9	D = -7

69: COC(=O)Cn1nc(-c2ccccc2)n(-c2ccccc2)c1=S
  A = 9	B = 4	C = 24	D = 4

70: Cc1cccc(OCCn2c(=O)sc3ccccc32)c1
  A = nt	B = nt	C = -5	D = -3

71: CC(C)c1ccccc1NC(=O)c1cccnc1
  A = 20	B = -5	C = -1	D = -5

72: CC(Sc1nc2ccccc2s1)C(=O)N1CCOCC1 (centres undefined)
  A = 34	B = 4	C = 2	D = 4

73: O=C(O)C1CCN(C(=O)c2scc3c2OCCO3)CC1
  A = 18	B = 7	C = 30	D = 7

74: CCOc1ccccc1NC(=O)CSc1nnc(-c2ccccn2)n1Cc1ccco1
  A = 8	B = 9	C = -13	D = 9

75: COc1cc2c(cc1NC(=O)C(c1ccccc1)c1ccccc1)CCCC2
  A = 14	B = 7	C = 3	D = 7

76: CC(=O)N(c1ccc2oc(=O)sc2c1)S(=O)(=O)c1cccs1
  A = -12	B = 10	C = -13	D = 10

77: Cc1cc(C)n(-c2nc(N(c3ccccc3)c3ccccc3)nc(-n3nc(C)cc3C)n2)n1
  A = 18	B = -21	C = -37	D = -21

78: c1ccc(-c2noc(COc3ccc4c(c3)OCO4)n2)cc1
  A = -23	B = -14	C = -6	D = -14

# Bioassay records (PubChem BioAssay)
